GPR35 antagonists: inhibition of zaprinast-stimulated GPR35 beta-arrestin translocation – imaging, U2OS, beta-arrestin-GFP, zaprinast agonist, primary screen (AID 2058). U2OS GPR35 beta-arrestin-GFP translocation imaging, zaprinast antagonism; higher % means a stronger effect. inhibition, % at 10 µM; hits with a dose series show IC50 in µM. hit rate 0.052% among 290,000;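 active = inhibition of at least 50% with at least 30 cells and total cytoplasm GFP at most 10,000,000; inconclusive = under 30 cells or total GFP of 10,000,000 plus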
Autophagy mod: alters autophagy in cells. calls only at 10 µM (by protocol). hit rate 0.98% among 190,000. AID 463193. MEF GFP-LC3 puncta imaging; test concentration mostly 10 µM;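 active = percentage of spot-positive cells more than 3 SD above its plate mean, without a fluorescence outlier flag or 80% toxicity; inconclusive = no clear call, values can overlap the other calls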;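 also: spot-positive cell cutoff set from DMSO-treated cells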
AID2073: inhibitors of Mint1-CaV2.2 protein interaction, biochemical, HTRF (AID 2073); inhibition, % at 20 µM; hits with a dose series show IC50 in µM; hit rate 0.19% among 290,000; HTRF protein-protein interaction, Mint1-CaV2.2; higher % means a stronger effect; in the data active = inhibition mostly above about 51%, no sharp cut-off; inconclusive = no clear call, values can overlap the other calls; inactive = mostly below about 53%; also: some results filed as inactive read as strong as hits
NS5 inhibitors: Dengue-2 NS5 methyltransferase inhibitors, primary screen, biochemical, confirmation dose response (AID 588689); Dengue-2 NS5 methyltransferase capping enzyme assay, biochemical; higher % means a stronger effect; one-dose inhibition, % at 25 µM; IC50 in µM for titrated hits; hit rate 0.3% among 340,000; in the data active = a potency from the dose series; inconclusive = inhibition above about 29% without an active follow-up result
NTR1 agonist: agonists of NTR1, primary screen, imaging, U2OS cells, beta-arrestin-GFP, high content (AID 493036); P30989; NTR1-U2OS beta-arrestin-GFP spot imaging, agonist mode; activation, % at 20 µM; hit rate 0.17% among 330,000;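 active = activation at or above 40% of the spot to cytoplasm intensity ratio, with at least 20 cells analyzed; inconclusive = wells under 20 cells, flagged as cytotoxic or low count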;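 also: 0% = DMSO without peptide and 100% = 100 nM NTR1 peptide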
Target sequence (P30989 whole entry, looked up): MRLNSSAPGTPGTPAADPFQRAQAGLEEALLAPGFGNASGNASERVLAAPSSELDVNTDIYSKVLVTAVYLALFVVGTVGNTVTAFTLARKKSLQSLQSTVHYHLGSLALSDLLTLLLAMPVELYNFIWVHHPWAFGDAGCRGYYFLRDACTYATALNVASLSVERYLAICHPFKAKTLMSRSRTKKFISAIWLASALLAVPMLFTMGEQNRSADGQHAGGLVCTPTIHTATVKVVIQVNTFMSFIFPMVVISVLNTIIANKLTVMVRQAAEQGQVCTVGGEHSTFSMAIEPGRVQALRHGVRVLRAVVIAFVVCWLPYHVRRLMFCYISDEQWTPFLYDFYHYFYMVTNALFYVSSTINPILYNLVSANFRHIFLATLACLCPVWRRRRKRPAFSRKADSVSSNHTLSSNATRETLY
RSV CPE inhibition: RSV antiviral activity via CPE protection, HEp-2 cells, primary 10 µM value included (AID 2391); HEp-2 cells, RSV-induced CPE inhibition; higher % means a stronger effect; CPE inhibition, % at 10 µM; hits with a dose series show IC50 in µM; hit rate 0.13% among 310,000; in the data active = a potency from the dose series; inconclusive = CPE inhibition mostly from about 23% at the one dose, without a potency; inactive = the rest, 99 in 100 with CPE inhibition below about 21%; also: strong numbers were not always called active
LYP phosphatase: inhibitors of LYP phosphatase, biochemical, fluorescence intensity, uHTS (AID 1779) | recombinant LYP phosphatase, fluorescence intensity; higher % means a stronger effect | inhibition, % at 11.5 µM; hits with a dose series show IC50 in µM | hit rate 0.054% among 290,000; in the data active = inhibition above about 50%;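 also: plate controls were vehicle with enzyme for no effect and no enzyme for full effect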
WT yeast gro inh: growth inhibition of WT yeast, mitochondrial fusion screen; mitochondrial fusion phenotypic screen, WT strain; inhibition, % at 10 µM; hit rate 2.1% among 190,000; in the data active = inhibition above about 58%; tested in S. cerevisiae
K1F lysis inhibition: inhibition of K1F phage lysis, E. coli UTI89, bacterial capsule biogenesis inhibitors, alamar blue (AID 488966) | inhibition, % at 100 µM; hits with a dose series show IC50 in µM | hit rate 0.02% among 340,000 | E. coli UTI89 K1F phage lysis, alamar blue, 2 h; higher % means a stronger effect;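 active = phage lysis inhibition, versus mean bacterial control, above a set limit; inconclusive = no clear call, values can overlap the other calls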;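 also: capsule biogenesis inhibitors block K1F phage lysis so surviving cells raise fluorescence; higher fluorescence means more inhibition of phage lysis; actives were called in the ten point dose series up to 300 µM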
WT yeast gro inh mutant strain: also measured in WT yeast gro inh; calls as there; inhibition, %; mitochondrial fusion phenotypic screen, mutant strain inhibition
Autophagy mod cell loss 18 h: recorded beside Autophagy mod, whose call it bears; toxicity, %; measured here: cell loss, nuclei count;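 cell loss after 18 h compound exposure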
NTR1 agonist cell count 20 µM: second read-out of NTR1 agonist, no call of its own (marks repeat the call); cell count; measured here: cell count, cytotoxicity flag
NS5 inhibitors pilot replicate: also measured in NS5 inhibitors; calls as there; inhibition, %; measured here: pilot screen replicate inhibition
The depositor's hits bear a star; i = inactive; ? = inconclusive; . = not tested or not shown; [ ] = remark or other dose.

SMILES | GPR35 antagonists | Autophagy mod | Autophagy mod cell loss 18 h | AID2073 | NS5 inhibitors | NTR1 agonist | NTR1 agonist cell count 20 µM | RSV CPE inhibition | LYP phosphatase | WT yeast gro inh | WT yeast gro inh mutant strain | K1F lysis inhibition | others
Cc1ccc(-n2ncc3c(N4CCC(C(N)=O)CC4)ncnc32)c(C)c1 | 1.5% | i | 1.3 | -0.6% | 4.8% | 3.2 | 92 | 0.7% | -2.5% | -0.5 | 0.8 | 0.9% | NS5 inhibitors pilot replicate=1.8
NC(=O)CC(NC(=O)c1ccc(Br)cc1)c1ccc(NCc2ccc(F)c(F)c2)c([N+](=O)[O-])c1 (stereo not given) | -1.3% | . | . | 7.0% | -2.0% | 0.5 | 104 | 0.7% | -5.5% | . | . | 0.4%
CS(=O)(=O)N(Cc1nc(-c2ccc(F)cc2)no1)c1ccccc1Cl | . | . | . | . | 2.4% | 6.0 | 49 | 4.7% | . | . | . | -0.5%
CCOc1ccc(S(=O)(=O)N2CCCC(C(=O)NCc3cccnc3)C2)cc1 (stereo not given) | 8.2% | . | . | 4.8% | -0.6% | 0.8 | 63 | 3.3% | -2.7% | . | . | 0.0%
Cn1c(-c2ccc(Cl)nc2)nc2cc(Cl)ccc21 | 9.6% | . | . | 7.9% | 2.6% | 0.6 | 94 | 20.8% | -2.5% | . | . | 0.2%
COC(=O)c1ccc(C)c(NC(=O)CCSc2ccc(Cl)cc2)c1 | 5.2% | i | -20.4 | -10.6% | -4.0% | 0.0 | 58 | 2.9% | -1.5% | 10.2 | -20.7 | 1.5%
COc1ccc(C(=O)NNC(=O)c2ccccn2)cc1 | 2.7% | i | 10.5 | -3.1% | 0.0% | -0.1 | 87 | 0.4% | -4.8% | 55.6 | 43.6 | 0.4%
CCN1CCCC1CNC(=O)c1cc2c(OC)c(OC)c(OC)cc2[nH]1 (stereo not given) | -12.4% | . | . | 0.6% | 0.7% | 0.7 | 58 | -1.0% | -3.1% | . | . | -0.1%
Cc1ccc2nsnc2c1NC(=O)c1sc2ccccc2c1Cl | -0.5% | i | 2.1 | 20.8% | 2.2% | 0.0 | 62 | 2.4% | 0.2% | -14.9 | -54.0 | 1.6%
Cc1ccc(C(=O)COC(=O)C(C)N2C(=O)C3C4CCC(C4)C3C2=O)cc1C (stereo not given) | -6.3% | . | . | 6.5% | -8.0% | 2.3 | 50 | 1.4% | -5.7% | . | . | 0.1%
CCOc1cccc(NC(=O)/C(C#N)=C\c2cn(CC(=O)O)c3ccccc23)c1 | 9.2% | . | . | 11.1% | -4.8% | -0.6 | 55 | 0.4% | -4.9% | . | . | -2.4%
CCc1cc(S(=O)(=O)N2CCN(C(=O)c3ccco3)CC2)ccc1OC | -8.6% | . | . | 6.8% | -4.8% | -0.6 | 66 | 3.9% | -11.0% | . | . | -0.7%
Cn1cnc([N+](=O)[O-])c1Sc1ncn[nH]1 | 7.1% | . | . | 0.6% | -14.3% | -0.1 | 108 | 1.7% | -4.6% | . | . | -0.2%
CC(C)C(NC(=O)c1ccccc1)C(=O)OCn1nnc2ccccc2c1=O (stereo not given) | . | . | . | . | 2.6% | 0.6 | 103 | 1.4% | . | . | . | 1.9%[50 µM]
CN(C)CCCNc1ncnc2oc(-c3ccccc3)c(-c3ccccc3)c12 | -4.5% | . | . | -3.5% | -9.1% | -1.2 | 62 | -0.3% | -5.3% | . | . | 0.2%
CCc1ccc(/C=C2/C(=O)NC(=O)N2C(C)=O)cc1 | -6.6% | . | . | 17.9% | -5.2% | 0.5 | 91 | 5.7% | -5.6% | . | . | 0.3%
COc1cc2c(cc1OC)C1=NC(=O)CN1C(SCc1ccccc1)=N2 | 0.1% | i | -7.6 | -12.9% | 2.1% | 0.8 | 44 | -0.1% | -0.5% | 4.6 | 8.6 | -0.3%
Cc1cnc(C(=O)OCC(=O)N(C)CC(=O)Nc2ccccc2Cl)cn1 | . | . | . | . | 1.4% | -0.3 | 60 | -1.6% | . | . | . | 1.0%[50 µM]
Cn1c(SCc2ccc([N+](=O)[O-])cc2)nnc1-c1ccncc1 | 0.6% | . | . | 0.3% | 3.3% | -1.4 | 89 | 1.5% | -11.3% | . | . | 0.2%
Cc1cccc(-c2nc(C#N)c(N3CCCCCC3)o2)c1 | -0.9% | i | 3.1 | 4.1% | -4.5% | 4.7 | 52 | ? | -10.8% | 5.0 | -50.3 | 0.2%
COC(=O)c1cccc(-n2c(=O)n(Cc3ccccc3)c(=O)c3[nH]cnc32)c1C | -10.0% | . | . | -21.3% | -5.2% | -0.6 | 90 | 1.6% | -11.0% | . | . | 0.4%
CN(C)C(CNC(=O)c1cc(S(=O)(=O)N(C)c2ccccc2)ccc1Cl)c1ccccc1 (stereo not given) | -1.9% | . | . | 0.0% | 0.8% | 0.0 | 53 | 6.7% | -7.5% | . | . | 0.2%
O=C(NNc1cc(Cl)cc(Cl)c1)c1cccs1 | 3.1% | . | . | -52.1% | -0.8% | 1.2 | 51 | . | -4.8% | . | . | 2.3%
CN(CCOc1ccccc1)CC(O)COc1ccccc1 (stereo not given) | -0.1% | . | . | 25.9% | -5.7% | 0.9 | 49 | -1.2% | -7.6% | . | . | 0.4%

Arranged by length of the SMILES (largest number first): three of the compounds above
SMILES | GPR35 antagonists | Autophagy mod | Autophagy mod cell loss 18 h | AID2073 | NS5 inhibitors | NTR1 agonist | NTR1 agonist cell count 20 µM | RSV CPE inhibition | LYP phosphatase | WT yeast gro inh | WT yeast gro inh mutant strain | K1F lysis inhibition | others
COc1cc2c(cc1OC)C1=NC(=O)CN1C(SCc1ccccc1)=N2 | 0.1% | i | -7.6 | -12.9% | 2.1% | 0.8 | 44 | -0.1% | -0.5% | 4.6 | 8.6 | -0.3%
Cn1cnc([N+](=O)[O-])c1Sc1ncn[nH]1 | 7.1% | . | . | 0.6% | -14.3% | -0.1 | 108 | 1.7% | -4.6% | . | . | -0.2%
O=C(NNc1cc(Cl)cc(Cl)c1)c1cccs1 | 3.1% | . | . | -52.1% | -0.8% | 1.2 | 51 | . | -4.8% | . | . | 2.3%

More compounds:
SMILES | GPR35 antagonists | Autophagy mod | Autophagy mod cell loss 18 h | AID2073 | NS5 inhibitors | NTR1 agonist | NTR1 agonist cell count 20 µM | RSV CPE inhibition | LYP phosphatase | WT yeast gro inh | WT yeast gro inh mutant strain | K1F lysis inhibition | others
O=C(Nc1ccc(F)c(Cl)c1)c1nsc(Cl)c1Cl | 11.9% | . | . | 4.7% | -4.7% | 0.3 | 48 | 10.6% | -6.2% | . | . | 0.8%
O=C(O)CCC(=O)N1CCN(S(=O)(=O)c2ccc3ccccc3c2)CC1 | 0.6% | . | . | 1.7% | -4.9% | 0.4 | 45 | 0.7% | -4.7% | . | . | 0.3%
CCOc1cccc(-c2nn(-c3ccccc3)cc2/C=C(/C#N)C(=O)NCCCn2ccnc2)c1 | . | i | 1.8 | 40.5% | -0.4% | 44.5* | 36* | 11.0% | -3.2% | 59.7* | -6.0* | 2.6%
CCC(C)NC(=O)COc1ccc(S(=O)(=O)N2CCOCC2)cc1 (stereo not given) | 12.1% | i | 0.6 | 48.5% | -1.4% | 0.0 | 51 | 0.2% | -7.6% | 15.0 | 11.2 | 0.1%
Cc1ccccc1NS(=O)(=O)c1ccc(C)c(NS(C)(=O)=O)c1C | 4.1% | i | 10.4 | 3.5% | 0.0% | 0.9 | 60 | 0.2% | -4.2% | 2.3 | 1.1 | -2.0%
CCCc1nnc2n1N=C(c1ccc([N+](=O)[O-])cc1)CS2 | 7.6% | . | . | -7.7% | -5.4% | 1.2 | 59 | . | -6.7% | . | . | 0.6%
O=Nc1c(O)[nH]c2ccc(Cl)cc12 | -5.5% | i | -2.5 | 3.6% | -7.1% | 2.8 | 88 | -0.4% | 0.4% | 5.8 | -0.2 | -0.2%
COc1ccc(CC2C(=O)OC(C)(C)OC2=O)cc1 | -4.4% | i | 3.9 | -0.2% | -5.5% | 0.2 | 53 | 1.2% | -9.1% | -3.7 | -11.9 | 2.2%[50 µM]
CCOc1ccccc1NC(=O)Nc1ccccn1 | 13.4% | . | . | 3.7% | 6.8% | 3.5 | 48 | 3.0% | -4.7% | . | . | 0.3%
CN(C)CC(C)(C)CNC(=O)CC1C(=O)NCCN1Cc1ccc(-c2ccccc2)cc1 (stereo not given) | 21.2% | i | 28.6 | -18.3% | 7.3% | -0.1 | 34 | -2.8% | -7.7% | 2.7 | 6.4 | -1.4%
Fc1ccc(/C=N/n2c(COc3ccccc3)n[nH]c2=S)cc1 | -3.9% | . | . | -20.0% | -9.2% | 0.3 | 103 | 0.4% | -0.5% | . | . | 0.1%
Cc1ccnc(N2CCN(c3cc(C)c(C#N)c4nc5ccccc5n34)CC2)c1 | . | i | 2.5 | . | -8.9% | 6.0 | 80 | 0.7% | . | . | . | -0.2%

Continued; the last two above are carried over.
SMILES | GPR35 antagonists | Autophagy mod | Autophagy mod cell loss 18 h | AID2073 | NS5 inhibitors | NTR1 agonist | NTR1 agonist cell count 20 µM | RSV CPE inhibition | LYP phosphatase | WT yeast gro inh | WT yeast gro inh mutant strain | K1F lysis inhibition | others
Fc1ccc(/C=N/n2c(COc3ccccc3)n[nH]c2=S)cc1 | -3.9% | . | . | -20.0% | -9.2% | 0.3 | 103 | 0.4% | -0.5% | . | . | 0.1%
Cc1ccnc(N2CCN(c3cc(C)c(C#N)c4nc5ccccc5n34)CC2)c1 | . | i | 2.5 | . | -8.9% | 6.0 | 80 | 0.7% | . | . | . | -0.2%
COc1ccccc1-n1cnc2cc(C(=O)NC3CCCC3)ccc21 | -2.5% | i | -29.5 | 10.5% | 0.8% | -0.3 | 85 | 2.6% | -1.7% | 6.8 | -7.9 | 1.9%
CCN(Cc1ccncc1)C(=O)CCc1nnc(CCC2CCCCC2)o1 | -5.6% | i | -13.6 | 7.6% | . | 0.8 | 96 | 0.0% | -6.4% | . | . | 0.8%
Cc1csc(NC(=O)C2CCCN(S(=O)(=O)c3ccc4c(c3)oc(=O)n4C)C2)n1 (stereo not given) | -1.2% | i | 3.4 | -2.3% | -3.4% | -0.6 | 98 | -0.9% | -7.1% | 2.4 | 6.6 | 0.4%
CCOC(=O)CSc1nc(N2CCOCC2)c2c(c1C#N)CC(C(C)C)OC2 (stereo not given) | -0.2% | . | . | 10.4% | -5.4% | 10.7 | 85 | 1.4% | 0.6% | . | . | 0.0%

Screening data from PubChem BioAssay.
